# From PubChem BioAssay
# HSP90 refold inh – blocks HSP90-mediated luciferase refolding in reticulocyte lysate | Rabbit reticulocyte lysate, luciferase refolding luminescence, 3 h | inhibition, % at 5.6 µM | hit rate 0.91% among 290,000 | AID 1789;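 active = inhibition above the screen-wide mean plus 3 SD, computed separately per campaign, cut at about 16% in these data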;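 also: 0% = DMSO wells and 100% = 60 µM geldanamycin wells; inhibitors lower the luminescence because luciferase stays unfolded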
# HSF1 activator – increases HSF-1 driven luciferase reporter signal; NIH3T3-HGL HSF-1 luciferase reporter, MG132, 8 h; 100% = twice DMSO control signal; activation, % at 9 µM; hit rate 1.7% among 300,000; AID 504408;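 active = mean replicate activation of at least 50% with a set share of replicates each reaching 50%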;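 also: 0% = median of the neutral control wells and 100% = twice that signal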
# KLF5 inh – kruppel-like factor 5 inhibition. hit rate 0.23% among 290,000. DLD-1 KLF5 promoter-luciferase reporter, luminescence. inhibition, % at 5 µM;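 active = inhibition above a per-plate limit of that plate's mean compound inhibition plus 3 SD, cut at about 60% in these data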;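 also: 0% = DMSO wells and 100% = LY294002 at 200 µM; higher means less KLF5 promoter-driven luciferase light; inactives centre near -14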
# HSF1 inhib – HSF1 inhibition. NIH3T3-HGL HSE-luciferase, MG132-induced, luminescence 8 h; active compounds read low. hit rate 0.77% among 300,000. AID 2098. activity change, negative = inhibition, % at 7.5 µM (by protocol);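 active = more than half of replicate wells show activity change below -50%, luminescence cut by over half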;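 also: luciferase reports HSF-1 transcriptional activity via heat shock element; 0% = median of DMSO wells and -100% = zero luminescence signal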
# AI-2 QS modul – modulators of Vibrio harveyi AI-2 quorum sensing system; activity change, % at 7.5 µM; Vibrio harveyi JMH597 AI-2 luminescence/OD600 ratio, 9 h; active compounds read low; strain lacks LuxN and CqsS sensors; 0 = neutral-control median; hit rate 0.4% among 300,000; AID 2094; in the data active = activity change below about -75%, passing the limit was not always enough;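 also: luminescence divided by OD600 gain over 9 h not by final OD600 alone; inactives centre near 13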
# aSyn 5UTR inh – 5' untranslated region of α-synuclein, MLPCN primary screen | alpha-synuclein 5'UTR reporter, inhibitor activity | inhibition, % (tested at 7.5 µM) | hit rate 0.82% among 300,000 | AID 1813; in the data active = inhibition above about 60%;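 also: H4 neuroglioblastoma cells stably carrying SNCA 5'UTR luciferase fusion; 0% = DMSO wells and 100% = positive control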
# GSK3A inh – human GSK-3 alpha kinase inhibition. ADP-Glo luminescence, 60 min. hit rate 0.1% among 320,000. inhibition, % at 10 µM. AID 2650. P49840;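 in the data active = inhibition above about 50%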;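 also: GST-tagged GSK-3 alpha with peptide substrate and 25 µM ATP; 0% = DMSO neutral wells and 100% = GW8510 positive control wells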
# Target sequence (P49840 whole entry, looked up): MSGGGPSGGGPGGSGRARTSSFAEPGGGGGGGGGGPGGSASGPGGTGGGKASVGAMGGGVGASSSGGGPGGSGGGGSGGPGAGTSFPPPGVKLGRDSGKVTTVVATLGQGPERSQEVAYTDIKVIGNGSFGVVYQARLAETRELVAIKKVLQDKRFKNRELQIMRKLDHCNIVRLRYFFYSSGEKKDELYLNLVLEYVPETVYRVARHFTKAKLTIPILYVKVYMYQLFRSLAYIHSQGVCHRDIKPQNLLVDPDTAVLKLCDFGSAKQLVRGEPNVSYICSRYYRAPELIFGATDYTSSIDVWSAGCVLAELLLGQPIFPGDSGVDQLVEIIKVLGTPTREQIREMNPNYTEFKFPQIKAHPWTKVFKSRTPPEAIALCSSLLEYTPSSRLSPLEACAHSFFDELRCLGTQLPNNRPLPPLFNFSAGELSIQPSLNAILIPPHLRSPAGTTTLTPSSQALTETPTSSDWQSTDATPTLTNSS
# HIF act – HIF pathway transcriptional activation; activation, % at 7.5 µM (by protocol); AID 1910; U2OS HRE-luciferase reporter, luminescence; normalized: DMSO 0%, desferrioxamine 100%; hit rate 0.32% among 300,000;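 active = mean activation of at least 10% of the iron chelator positive control signal, with at least half of replicates also reaching 10%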
# IEC-6 tox – kills IEC-6 intestinal cells in KLF5 counter-screen; IEC-6 cytotoxicity, luminescence viability; inhibition, % at 5 µM; hit rate 0.78% among 290,000; in the data active = inhibition above about 22%;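 also: 0% = plate median of test compound wells and 100% = cytotoxic reference compound wells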
# GSK3beta inhib – inhibitors of human GSK3beta kinase; activity score (negative = inhibition), % at 10 µM; GST-GSK3beta kinase, ADP-Glo luminescence, 60 min; active compounds read low; P49841; hit rate 0.038% among 300,000; AID 2097;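 active = more than half of replicate wells score below -50%, meaning over 50% inhibition versus plate controls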;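 also: 0% = median DMSO wells and -100% = median GW8510 positive control wells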
# Target sequence (P49841 whole entry, looked up): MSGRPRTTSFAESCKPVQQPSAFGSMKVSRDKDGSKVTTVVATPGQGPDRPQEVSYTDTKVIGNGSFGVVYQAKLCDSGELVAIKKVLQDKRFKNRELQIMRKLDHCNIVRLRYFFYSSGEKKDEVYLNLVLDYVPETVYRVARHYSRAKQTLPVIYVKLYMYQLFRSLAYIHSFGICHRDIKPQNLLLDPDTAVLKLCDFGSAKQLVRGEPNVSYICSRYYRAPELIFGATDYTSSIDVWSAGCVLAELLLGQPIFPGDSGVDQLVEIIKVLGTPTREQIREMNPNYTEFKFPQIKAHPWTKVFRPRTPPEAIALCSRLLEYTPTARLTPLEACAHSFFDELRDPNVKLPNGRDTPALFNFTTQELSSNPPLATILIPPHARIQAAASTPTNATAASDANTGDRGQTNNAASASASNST
#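 Test system: GST-fused GSK3beta enzyme, cell-free | Quantity: 1.6 ng GST-GSK3beta enzyme per well | Reagent: 25 µM ATP with peptide substrate | Schedule: 60 min enzyme reaction, room temperature | Signal: Luminescent ADP-Glo measurement of ADP formed | Read-out basis: Score relative to plate controls | Control set: DMSO and 20 µM GW8510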
# * marks the source's active call; other numbers are inactive results; · = not tested or not shown.
(1) O=C(CCc1nc2ccccc2c(=O)[nH]1)OCc1ccc(Cl)cc1Cl
(2) CCCC(=O)Nc1ccc(NC(=O)Cc2ccccc2)cn1
(3) CCOc1cccc(C(=O)Nc2cccc(-c3nnc(-c4ccccc4)o3)c2)c1
(4) Cc1cc2c(OCC(O)CN3CCCC3)cccc2[nH]1 (centres undefined)
(5) Cc1c(C#N)c2ccccc2n1CC(=O)N1CCCC1
Compound	1	2	3	4	5
HSP90 refold inh	3	-6	-3	7	-3
HSF1 activator	12	-3	16	4	11
KLF5 inh	-2	-31	4	22	-12
HSF1 inhib	15	0	5	-4	6
AI-2 QS modul	50	30	7	7	11
aSyn 5UTR inh	16	-11	-77	-40	9
GSK3A inh	1	-1	-2	0	2
HIF act	-1.0	-1.3	·	-0.1	0.1
IEC-6 tox	11	-1	2	4	-6
GSK3beta inhib	5	-1	-2	9	-4

(6) Cn1c(CNC(=O)OC(C)(C)C)n[nH]c1=S
(7) COc1ccc2[nH]c(C(=O)N3CCCN(Cc4ccc(F)cc4)CC3)cc2c1
(8) O=[N+]([O-])c1ccc(Cl)cc1NCCCN1CCOCC1
(9) CC1(C)OC(=O)N(c2ccccc2)C12C=Cc1c(ccc3ccccc13)O2 (centres undefined)
(10) CC1C(Br)C(=O)NC(=O)N1Cc1ccccc1 (centres undefined)
Compound	6	7	8	9	10
HSP90 refold inh	0	2	1	4	0
HSF1 activator	-2	9	-1	6	10
KLF5 inh	-16	18	-9	-25	-20
HSF1 inhib	-5	13	-5	3	-5
AI-2 QS modul	-14	-1	25	7	3
aSyn 5UTR inh	-12	5	5	14	-18
GSK3A inh	0	4	-6	-1	2
HIF act	0.5	-0.8	-0.2	-5.1	-0.3
IEC-6 tox	-4	4	2	2	0
GSK3beta inhib	6	0	3	-1	2

(11) CC1CCc2nn(CC(=O)Nc3ccc(F)cc3F)cc2C1 (centres undefined)
(12) COc1ccc(CCNC(=O)CSc2nnc(CNC(=O)c3c(F)cccc3Cl)o2)cc1OC
(13) O=C1CCN(S(=O)(=O)c2ccccc2)CCN1CCOCc1ccc(F)cc1
(14) O=C(CSc1ccc2nnc(CCNC(=O)c3ccc(F)cc3)n2n1)NCc1ccco1
(15) CC(C)(C)CC(=O)Nc1nn[nH]n1
Compound	11	12	13	14	15
HSP90 refold inh	-2	-3	·	-1	3
HSF1 activator	-2	-5	-2	-8	1
KLF5 inh	-42	-19	·	-20	-3
HSF1 inhib	-4	-5	-5	1	-6
AI-2 QS modul	-19	27	7	-10	10
aSyn 5UTR inh	-5	-8	7	4	1
GSK3A inh	-1	0	0	8	-13
HIF act	0.2	0.1	-0.3	-0.3	-0.2
IEC-6 tox	4	0	·	-6	2
GSK3beta inhib	-2	·	-2	-4	1

(16) CC(C)c1onc(C(=O)NC2CCCCC2)c1[N+](=O)[O-]
(17) Cc1cccc(C(=O)Nc2nnc(S(=O)(=O)N3CCC(C)CC3)s2)c1
(18) COc1cc(OC)cc(-c2nnc(N(C)C(=O)c3ccncc3)s2)c1
(19) Cc1ccc(NC(=O)C2CC(=O)NC(N3CCc4ccccc43)=N2)cc1 (centres undefined)
(20) Cc1ccccc1N1CC(C(=O)N2CCCCCC2)CC1=O (centres undefined)
Compound	16	17	18	19	20
HSP90 refold inh	0	-2	0	-3	·
HSF1 activator	-1	-9	3	11	2
KLF5 inh	5	-6	-40	1	·
HSF1 inhib	2	4	-2	2	-2
AI-2 QS modul	6	13	12	40	22
aSyn 5UTR inh	-28	-15	-20	14	-17
GSK3A inh	-5	-1	-2	0	0
HIF act	0.0	0.1	1.1	0.1	1.9
IEC-6 tox	1	4	3	-1	·
GSK3beta inhib	2	25	-1	-3	4

(21) CC(C)CN1C(=O)/C(=C(/C#N)C(=O)NC2CCCCC2)c2ccccc21
(22) Cc1ccccc1-n1ncc2c1CC(C)(C)CC2NC(=O)CN1CCCC1=O (centres undefined)
(23) COc1cccc(OCCOc2ccccc2OC(C)C)c1
(24) COc1cccc(NC(=O)Nc2cccc(C)n2)c1
(25) O=C(NN1CC(C(=O)OCc2ccc(Cl)cc2Cl)CC1=O)c1ccccc1 (centres undefined)
Compound	21	22	23	24	25
HSP90 refold inh	-6	-4	3	-2	-3
HSF1 activator	10	-4	1	37	1
KLF5 inh	-9	-46	-11	-105	-22
HSF1 inhib	0	3	-2	20	-8
AI-2 QS modul	6	17	15	2	-9
aSyn 5UTR inh	3	-2	-12	-110	-21
GSK3A inh	0	-2	-2	0	-2
HIF act	-0.5	-0.9	0.2	-20	-0.4
IEC-6 tox	0	0	-10	-5	1
GSK3beta inhib	-2	-3	1	5	4

(26) COc1ccc(CNc2nc(NCc3ccc(OC)cc3)c3[nH]cnc3n2)cc1
(27) CCc1oc(C(=O)OC)cc1CSC(=N)N
(28) CCOc1ccccc1NC(=O)C1CCN(C(=O)Cc2ccccc2)CC1
(29) COCCn1c(SCC(=O)Nc2ccc(N3CCOCC3)cc2)nc2ccccc21
(30) COc1ccc(N(CC(=O)NC2CCCC2)C(=O)Cn2nnc(-c3ccc(OC)c(OC)c3)n2)cc1
Compound	26	27	28	29	30
HSP90 refold inh	·	5	-3	2	0
HSF1 activator	4	-7	28	1	-3
KLF5 inh	·	28	-2	-21	-13
HSF1 inhib	-2	-7	16	-4	-2
AI-2 QS modul	19	14	-15	16	15
aSyn 5UTR inh	-14	-8	-12	7	20
GSK3A inh	1	-1	-1	-3	-1
HIF act	-2.0	0.2	-0.6	-0.2	-0.4
IEC-6 tox	·	4	7	-11	-1
GSK3beta inhib	-3	1	3	2	0

(31) O=C(COc1ccc(C(=O)c2ccccc2)cc1)NCc1ccc(F)cc1
(32) COc1ccc(S(=O)(=O)Nc2c(C(=O)O)[nH]c3ccccc23)c(OC)c1
(33) CCOC(=O)c1[nH]c2ccc(OC)cc2c1NC(=O)N1CCOCC1
(34) CCCC(=O)N1CCN(Cc2ccc3c(c2)OCO3)CC1
(35) O=C(Nc1ccccc1)N1CCN(C2c3ccccc3-c3ccccc32)CC1
Compound	31	32	33	34	35
HSP90 refold inh	8	-2	1	0	1
HSF1 activator	-24	19	14	2	25
KLF5 inh	26	8	-50	-3	-12
HSF1 inhib	-14	-5	-3	0	11
AI-2 QS modul	19	19	17	8	-3
aSyn 5UTR inh	113*	6	-18	3	4
GSK3A inh	-3	4	2	0	-2
HIF act	0.1	-0.1	0.2	0.0	-0.9
IEC-6 tox	41*	-4	0	-1	4
GSK3beta inhib	-2	1	-3	1	1

(36) Cc1cc(C(=O)Nc2nnc(C(F)(F)F)s2)cs1
(37) CCOC(=O)Nc1nc(C)c(C(=O)N(C)C)s1
(38) Cc1cccc(C)c1NC(=O)CCS(=O)(=O)c1cccc2nonc12
(39) O=C(CSc1ncn[nH]1)Nc1nc(-c2cccc([N+](=O)[O-])c2)cs1
(40) Cc1ccc(Cl)cc1N1CCN(S(=O)(=O)c2c(C)nc3scc(C)n3c2=O)CC1
Compound	36	37	38	39	40
HSP90 refold inh	2	3	5	5	2
HSF1 activator	·	5	18	7	5
KLF5 inh	-33	-26	-23	6	-10
HSF1 inhib	·	-1	4	-4	4
AI-2 QS modul	7	29	-3	30	13
aSyn 5UTR inh	-33	1	0	-10	6
GSK3A inh	-2	-1	0	2	-3
HIF act	·	0.1	0.0	0.6	-1.2
IEC-6 tox	6	-4	-12	7	-2
GSK3beta inhib	2	0	-6	0	1

# 10 entries already listed, ordered by formula weight, lowest first:
(37) CCOC(=O)Nc1nc(C)c(C(=O)N(C)C)s1
(34) CCCC(=O)N1CCN(Cc2ccc3c(c2)OCO3)CC1
(36) Cc1cc(C(=O)Nc2nnc(C(F)(F)F)s2)cs1
(33) CCOC(=O)c1[nH]c2ccc(OC)cc2c1NC(=O)N1CCOCC1
(38) Cc1cccc(C)c1NC(=O)CCS(=O)(=O)c1cccc2nonc12
(31) O=C(COc1ccc(C(=O)c2ccccc2)cc1)NCc1ccc(F)cc1
(35) O=C(Nc1ccccc1)N1CCN(C2c3ccccc3-c3ccccc32)CC1
Compound	37	34	36	33	38	31	35
HSP90 refold inh	3	0	2	1	5	8	1
HSF1 activator	5	2	·	14	18	-24	25
KLF5 inh	-26	-3	-33	-50	-23	26	-12
HSF1 inhib	-1	0	·	-3	4	-14	11
AI-2 QS modul	29	8	7	17	-3	19	-3
aSyn 5UTR inh	1	3	-33	-18	0	113*	4
GSK3A inh	-1	0	-2	2	0	-3	-2
HIF act	0.1	0.0	·	0.2	0.0	0.1	-0.9
IEC-6 tox	-4	-1	6	0	-12	41*	4
GSK3beta inhib	0	1	2	-3	-6	-2	1

(32) COc1ccc(S(=O)(=O)Nc2c(C(=O)O)[nH]c3ccccc23)c(OC)c1
(29) COCCn1c(SCC(=O)Nc2ccc(N3CCOCC3)cc2)nc2ccccc21
(40) Cc1ccc(Cl)cc1N1CCN(S(=O)(=O)c2c(C)nc3scc(C)n3c2=O)CC1
Compound	32	29	40
HSP90 refold inh	-2	2	2
HSF1 activator	19	1	5
KLF5 inh	8	-21	-10
HSF1 inhib	-5	-4	4
AI-2 QS modul	19	16	13
aSyn 5UTR inh	6	7	6
GSK3A inh	4	-3	-3
HIF act	-0.1	-0.2	-1.2
IEC-6 tox	-4	-11	-2
GSK3beta inhib	1	2	1

# Some entries already given, reduced to IEC-6 tox, HSF1 activator and HSF1 inhib.
no. | structure | IEC-6 tox | HSF1 activator | HSF1 inhib
39 | O=C(CSc1ncn[nH]1)Nc1nc(-c2cccc([N+](=O)[O-])c2)cs1 | 7 | 7 | -4
40 | Cc1ccc(Cl)cc1N1CCN(S(=O)(=O)c2c(C)nc3scc(C)n3c2=O)CC1 | -2 | 5 | 4

# Later entries.
(41) Cc1noc(C)c1COc1ccc(CC(=O)NCc2ccccc2)cc1
(42) CCC(=O)Nc1nnc(S(=O)(=O)N(CC)c2cc(C)cc(C)c2)s1
(43) O=C(NC1CCCCC1)C(c1cc2c(cc1[N+](=O)[O-])OCO2)N1CCCCC1 (centres undefined)
(44) CCOC(=O)C1CCCN(C(=O)Cn2nc(C)c3c(C)n(-c4ccccc4)nc3c2=O)C1 (centres undefined)
(45) CC(C)CNC(=O)c1ccccc1NC(=O)CCSc1ccccc1
(46) COc1ccc(-c2noc(CCC(=O)Nc3cccc(C)c3)n2)cc1
(47) CCC1(O)CC(C(=O)OC)=NN1C(=O)c1ccccc1 (centres undefined)
(48) COc1cccc(-c2nc(CS(=O)(=O)CC(=O)NCCc3cc(OC)ccc3OC)c(C)o2)c1
Compound	41	42	43	44	45	46	47	48
HSP90 refold inh	-1	3	0	1	2	-2	0	2
HSF1 activator	·	4	-40	-14	30	12	-6	3
KLF5 inh	62	-15	-11	-3	-9	-30	-19	-19
HSF1 inhib	·	-2	-23	3	1	5	-6	3
AI-2 QS modul	32	21	3	-3	7	16	29	11
aSyn 5UTR inh	72*	13	-47	29	-2	-9	-4	28
GSK3A inh	-1	0	4	-2	-2	-2	0	-2
HIF act	-0.5	1.5	1.7	-0.2	-0.3	-0.1	·	-0.5
IEC-6 tox	79*	4	-8	6	-3	3	1	4
GSK3beta inhib	1	0	1	-2	-1	0	-1	-1
